High-throughput results as filed in PubChem BioAssay.
Lipid droplet = inhibitors of hepatocyte lipid droplet formation, primary screen, imaging, high-throughput imaging, BODIPY stain | inhibition, % at 6.5 µM | actives 0.4% (n = 240,000) | AID 1656, 2009 | AML12 mouse hepatocytes, oleate lipid droplets;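 active means lipid droplet intensity inhibited by at least 50%, with more than 500 cells counted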
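Technique: fluorescence imaging, 20x objective, two fields per well / Assay system: AML12 hepatocytes (mouse) / Measure: % inhibition of lipid droplet signal / Doses: 6.5 µM single-point dosing / Incubation: overnight exposure / Reagent: 100 µM oleic acid challenge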
Dynein cargo inh = inhibitors of GR-EGFP nuclear translocation, primary screen, dynein cargo transport inhibitor project, imaging, high-content, 3617.4 mouse cells; test concentration mostly 20 µM; stimulated with dexamethasone, 1 µM; active compounds read low; z-score, hits read low; actives 0.47% (n = 220,000); AID 1381, 2008;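 active means plate z-score of nuclear minus cytoplasmic receptor signal below a set negative limit, without overly bright fluorescence or cell loss, cut at about -3.5 in these data, passing the limit was not always enough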;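 further: z-score of nuclear minus cytoplasmic ring GR-EGFP intensity difference per well; some compounds called inactive have numbers as strong as hits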
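Also added: dexamethasone, 1.0 µM final. Medium: tet-free, stripped-serum medium. Detection: fixed, Hoechst-stained cells imaged at 10x for EGFP. Read-out: nuclear-to-cytoplasmic GR-EGFP distribution per well. Times: induction 48 h, compound 1 h, agonist 30 min.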
Autophagy mod = autophagy modulators in MEF cells, primary screen, imaging, high-content, MEF GFP-LC3; AID 463193, 2010; calls only at 10 µM (by protocol); MEF GFP-LC3 puncta imaging; test concentration mostly 10 µM; actives 0.98% (n = 190,000);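 active means percentage of spot-positive cells more than 3 SD above its plate mean, without a fluorescence outlier flag or 80% toxicity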;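 further: spot-positive cell cutoff set from DMSO-treated cells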
WT yeast gro inh = growth inhibition of WT strain, primary screen, mitochondrial fusion inhibitor project, WT and mutant strains, chemical genetic. mitochondrial fusion phenotypic screen. inhibition, % at 10 µM. actives 2.1% (n = 190,000). AID 1362, 2008; in the data active means inhibition above about 58%; tested in S. cerevisiae
MT stabilizer = microtubule stabilizers in HeLa cells, primary screen, imaging, high-content imaging. HeLa tubulin immunostaining HCS, 24 h; share of cells brighter than vehicle mean+2SD. % tubulin-high responders, % at 10 µM. actives 0.83% (n = 200,000). AID 2205, 2009;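 active means plate Z-score above 3 for both tubulin-high and condensed-nucleus cell shares, with cell loss under 80%, at 10 µM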;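 further: anti alpha tubulin signal scored within the nucleus-defined area of each cell; some results filed as inactive read as strong as hits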
Yfh1-depleted yeast = enhancers of respiration in Yfh1-depleted yeast, dose response, Friedreich's ataxia, plus single-dose screen (AID 1465) | fold induction at 50 µM; hits with a dose series show EC50 in µM | S. cerevisiae Yfh1-off respiration, WST-1 reduction, 72 h; higher fold induction means a stronger effect | actives 0.074% (n = 220,000);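 active means fold induction of absorbance versus untreated yeast above a set limit, then at least 30% activation at any dose in follow-up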;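 further: activators that raise dye reduction in frataxin-depleted yeast; strong numbers were not always called active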
b-catenin transl = modulators of beta-catenin nuclear translocation, primary screen, imaging, HeLa cells, immunofluorescence, high-content; nuclear translocation activity, % at 5 µM; actives 0.3% (n = 190,000);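 active means nuclear translocation activity above 50% at 5 µM, with a well cell count of 50 or more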;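 further: per-cell ratio of nuclear to cytoplasmic median beta-catenin stain intensity; plate controls were DMSO negative control for no effect and GSK-3 inhibitor IX positive control for full effect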
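Test system: human HeLa cells, endogenous beta-catenin. Times: 24 h compound exposure, 37°C. Measured by: beta-catenin immunofluorescence imaging with DAPI.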
Insulin prom up = insulin promoter activators in MIN6 cells, imaging, high-content screening, mouse beta cells; AID 1625, 2009; z-score at 5 µM; actives 0.3% (n = 190,000); MIN6 insulin promoter-GFP reporter; active compounds read high;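 active means z-score above 3 at 5 µM with at least 500 cells counted in the well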
NOD2 inhibition = NOD2 signaling inhibitors, cell-based, luminescence, uHTS, HEK293 (AID 1566); HEK293 NOD2/NF-kB luciferase reporter, luminescence; higher % means a stronger effect; inhibition, % at 4 µM, or EC50 in µM where a hit was titrated; actives 0.63% (n = 290,000); in the data active means inhibition above about 50%; further: many of its hits are not listed in these tables
WT yeast gro inh mutant strain = second read-out of WT yeast gro inh, no call of its own (marks repeat the call); inhibition, %; mitochondrial fusion phenotypic screen, mutant strain inhibition
Dynein cargo inh cytoplasmic EGFP = second read-out of Dynein cargo inh, no call of its own (marks repeat the call); z-score; measured here: cytoplasmic GR-EGFP intensity; active compounds read high
Dynein cargo inh nuclear GR-EGFP = further read-out of Dynein cargo inh, marked with its call; z-score; measured here: nuclear GR-EGFP intensity;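 lower value marks the stronger effect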
Dynein cargo inh cell count = recorded beside Dynein cargo inh, whose call it bears; z-score; measured here: cell count per field
Insulin prom up cell count = second read-out of Insulin prom up, no call of its own (marks repeat the call); cell count; measured here: cytotoxicity, nuclei count;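 total cells summed across four imaged fields per well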
Lipid droplet cells 6.5 µM = also measured in Lipid droplet; calls as there; cell count; measured here: cell count, cytotoxicity flag;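 cells counted across two imaged fields per well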
b-catenin transl cell count 5 µM = also measured in b-catenin transl; calls as there; cell count; measured here: cell count, cytotoxicity flag
MT stabilizer Hoechst-high % = further read-out of MT stabilizer, marked with its call; % Hoechst-high responders; measured here: nuclear condensation Hoechst responders;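 share of cells brighter than vehicle mean plus two SD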
MT stabilizer cytotoxicity % = further read-out of MT stabilizer, marked with its call; toxicity, %; measured here: cytotoxicity by cell density;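 0% = mean cell density of plate MIN control wells and 100% = no cells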
Autophagy mod cell loss 18 h = also measured in Autophagy mod; calls as there; toxicity, %; measured here: cell loss, nuclei count;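 cell loss after 18 h compound exposure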
Numbers without * were called inactive; i = inactive; . = no result given. Some of the compounds tested, so the mix of outcomes need not match the whole.

canonical_smiles	Lipid droplet	Lipid droplet cells 6.5 µM	Dynein cargo inh	Dynein cargo inh cytoplasmic EGFP	Dynein cargo inh nuclear GR-EGFP	Dynein cargo inh cell count	Autophagy mod	Autophagy mod cell loss 18 h	WT yeast gro inh	WT yeast gro inh mutant strain	MT stabilizer	MT stabilizer Hoechst-high %	MT stabilizer cytotoxicity %	Yfh1-depleted yeast	b-catenin transl	b-catenin transl cell count 5 µM	Insulin prom up	Insulin prom up cell count	NOD2 inhibition
O=C(NCc1ccc(C(=O)N2CCC3(CC2)OCCO3)cc1)c1cccc(Br)c1	.	.	-0.915	-0.204	-0.464	0.231	i	2.5	9.6	33.0	1.4	1.1	6.8	i	-0.3	1319	-0.02	1406	2.9%
CCOc1ccc(Cl)cc1CNCCc1ccccc1F	14.6	692	-0.513	-0.727	-0.0914	0.159	.	.	.	.	.	.	.	i	0.5	1332	-1.4	941	12.2%
OCC12COC3c4ccccc4C(OC1)N32 (stereo not given)	-3.4	678	-0.247	-0.158	0.439	0.232	i	13.5	7.0	3.0	3.0	2.5	9.8	i	0.0	1062	0.14	1266	1.3%
COc1ccc(N2C(=O)NC(=O)/C(=C/c3ccc4c(c3)Cc3ccccc3-4)C2=O)cc1	-14.5	781	0.0362	-0.286	0.803	-1.06	i	11.5	-6.7	8.1	2.6	1.4	0.2	i	-5.2	561	.	.	-36.6%
CC1CC2(O)c3no[n+]([O-])c3CCC2N1O (stereo not given)	-11.9	738	-0.582	-0.0994	-0.0673	1.05	i	14.7	5.8	12.6	1.5	2.3	1.0	i	-1.0	1078	-0.67	1295	-5.2%
O=C(c1ccccc1)c1ccccc1N=Cc1c(O)[nH]c(=O)[nH]c1=O	6.7	731	-0.806	-0.211	-0.714	0.838	i	22.5	-4.1	2.1	1.8	1.3	1.6	i	1.9	1096	0.08	1352	2.1%
O=S(=O)(F)c1ccc2nc(-c3cccc(Sc4ccccc4)c3)cc(Cl)c2c1	-0.8	589	-0.107	-0.226	0.37	-0.454	.	.	.	.	.	.	.	i	0.0	1289	-0.29	1108	-1.8%
NP(=O)(OCC(F)(F)F)Oc1ccc(Cl)cc1 (stereo not given)	-47.1	507	-0.0682	-0.233	-0.262	0.231	i	-6.6	-19.8	-8.7	5.0	2.5	4.1	i	2.6	1052	0.5	1317	-4.5%
CC1(C)OC(c2ccccc2)=C/C(=C/C=C2C(=O)NC(=S)NC2=O)O1	0.1	696	1.68	1.56	1.34	-0.296	i	4.8	-11.4	9.0	6.2	2.7	8.7	i	43.2	307	1.21	1399	12.9%
O=C(c1ccccc1F)c1cn(Cc2ccccc2)c2ccccc12	.	.	0.00155	-0.202	-0.0778	0.0246	i	0.3	8.3	-9.6	1.6	1.7	7.8	i	1.0	1402	-0.46	1215	17.0%
O=c1cccc2n1CC1CC2CN(Cc2c(F)cccc2Cl)C1 (stereo not given)	.	.	0.649	-0.246	0.548	0.814	i	9.3	-15.4	-6.8	2.6	2.7	7.9	i	-2.9	999	.	.	-5.7%
CCN(CC)P(=O)(/C=C(\Cl)c1ccccc1)/C=C(\Cl)c1ccccc1	-11.9	712	-0.984	-0.23	-0.552	0.386	i	0.9	51.2	1.3	7.7	1.0	6.1	i	-0.6	1073	-0.05	1216	-46.9%
C[N+]12CCC(CC1)C(C#N)(N1CCOCC1)C2 (stereo not given)	.	.	-0.525	0.112	-0.0847	0.00399	i	-8.3	25.4	7.0	1.7	1.8	9.6	i	-1.9	1150	1.03	781	18.1%
COc1ccccc1CCNC1CCC(C)CC1 (stereo not given)	-20.8	572	0.207	-0.16	0.164	-1.47	i	-3.9	-1.3	3.3	3.6	1.8	7.9	i	1.5	814	-0.66	1256	-6.4%
CC1=C(C(=O)O)N2C(=O)C(NC(=O)Cc3ccccc3)C2SC1 (stereo not given)	-5.2	706	0.443	-0.235	0.857	-0.724	.	.	.	.	.	.	.	i	2.1	1190	0.2	984	13.2%
CCOC(=O)[C@]1(C#N)[C@@H]2C=CC(C(N)=O)=CN2[C@@H](C(N)=O)[C@@H]1c1ccc(F)cc1	1.9	716	-1.04	1.23	-0.636	1.02	.	.	.	.	.	.	.	i	-0.7	1263	0.16	1155	-12.5%
O=C(CNC(=O)c1ccccc1)Nc1ccc(Br)cc1C(=O)c1ccccc1	13.8	662	-0.674	-0.194	0.0447	0.252	i	15.9	12.2	6.3	3.1	1.9	6.2	i	-2.1	1336	-0.37	1758	-10.7%
CC[N+]1(C)CCCC(OC(=O)C(O)(c2ccccc2)c2ccccc2)C1 (stereo not given)	-5.3	715	-0.81	-0.306	0.121	0.544	i	19.9	9.2	-2.6	2.6	2.1	8.4	i	.	.	.	.	4.1%
COc1ccc(C(=O)CN2CCOCC2)cc1F	.	.	1.44	0.021	1.71	-2.81	i	-3.3	-6.1	-48.1	2.4	2.8	13.7	i	0.2	964	0.8	1661	4.7%
CCOC(=O)c1[nH]c(C)c(C(=O)N2CCC3(CC2)OCCO3)c1C	.	.	-0.00762	-0.00921	0.0874	0.0649	i	14.2	-1.2	3.1	4.6	1.1	1.1	i	0.2	1322	-0.27	1403	0.2%
CCOc1ccc(N=Cc2c(O)n(CCc3ccc(OC)c(OC)c3)c(=O)[nH]c2=O)cc1	-23.0	712	-0.635	-0.155	0.243	0.344	.	.	.	.	.	.	.	.	-0.3	1319	.	.	4.9%
Clc1ccccc1C1NCc2ccccc2-n2cccc21 (stereo not given)	-21.1	632	0.252	-0.236	0.238	-0.147	i	26.0	10.6	11.4	1.5	1.2	1.0	i	-1.9	1077	.	.	3.6%
Nc1c(C(=O)NCc2ccco2)c2nc3ccccc3nc2n1CCN1CCOCC1	27.0	776	-1.03	-0.0586	-0.248	1.13	i	-0.6	-2.5	12.7	1.5	1.3	5.5	i	.	.	.	.	9.2%
Cc1nonc1OCCNCCNc1ccc([N+](=O)[O-])c2cccnc12	2.5	690	-0.784	-0.0636	-0.677	0.615	i	-9.9	-1.0	0.4	6.4	2.1	5.2	i	-3.8	545	0.13	1276	8.8%
S=P(Nn1cnnc1)(c1ccc(Br)cc1)c1ccc(Br)cc1	-5.2	697	-0.728	-0.244	-0.341	0.546	i	-8.8	-1.1	-7.1	1.8	3.2	10.1	i	0.8	1038	0.33	1093	-8.5%
Cc1nc2ccccc2c(=O)n1-c1ccccc1[N+](=O)[O-]	7.6	730	2.86	-0.197	1.52	-1.37	i	15.6	4.2	9.4	3.0	1.4	2.1	i	-0.4	1581	0.63	1368	1.3%
CC(C)(C)N1C(=O)NC(=O)/C(=C\c2ccc3c(c2)CCN3CCCCl)C1=O	11.0	691	0.215	-0.213	0.703	0.12	.	.	.	.	.	.	.	i	-0.8	1311	0.4	1036	3.5%
Cc1ccc(-n2c(O)c(/C=N/Nc3ccccc3)c(=O)[nH]c2=O)cc1C	5.9	726	0.161	-0.233	0.0547	0.407	.	.	.	.	.	.	.	i	-3.2	1173	-0.1	1408	-51.6%
S=C(c1ccc(Cl)cc1)N1CCOCC1	.	.	0.849	-0.369	0.828	-1.11	i	-5.0	4.6	-4.6	3.2	1.5	1.2	i	-3.3	980	0.11	1113	10.9%
COC(=O)C(O)(c1ccc(N=Cc2ccccc2O)c(C)c1)C(F)(F)F (stereo not given)	7.1	658	0.285	-0.257	0.295	-0.0191	i	-10.5	6.3	6.2	2.3	2.5	5.4	i	1.3	546	-0.04	1422	7.3%
Cc1cc(C(=O)NP(=O)(N2CCOCC2)N2CCOCC2)c(C)n1C1CC1	-4.5	685	0.187	-0.348	0.305	0.456	i	0.7	-2.3	6.0	3.2	3.3	5.3	i	-0.9	1098	0.91	1109	18.9%
N#Cc1c(Cl)nc(Cl)c2c1CCN(Cc1ccccc1)C2	1.1	542	-2.87	0.95	-2.62	0.179	i	7.1	-8.3	-15.4	2.1	2.1	4.0	i	-0.9	973	-0.06	1459	11.7%
O=C(Nc1ccc(Cl)cc1)O/N=C(\c1ccccc1)c1ccccn1	.	.	0.223	-0.199	0.832	-0.586	i	20.5	-6.8	-1.8	2.6	2.3	3.7	i	3.1	1396	0.86	1463	-2.0%
CCOP(=O)(OCC)C(NC(=O)NC)C(N)=O (stereo not given)	1.6	739	0.96	-0.236	0.491	-0.0774	.	.	.	.	.	.	.	i	-1.1	1369	-0.04	1002	-32.6%
CC(C)(C)P(=O)(N1CCOCC1)N1CCOCC1	-1.0	657	-0.632	-0.274	-0.0725	0.624	i	3.4	-13.6	8.2	9.8	2.0	6.1	i	1.3	1120	-0.38	1288	16.8%
Cc1nc2c(c(=O)[nH]1)C(c1ccc([N+](=O)[O-])cc1)c1c(c3ccccc3oc1=O)O2 (stereo not given)	11.3	738	0.567	-0.122	1.35	-0.508	.	.	.	.	.	.	.	i	-0.7	1338	0.03	985	19.9%
CNC(=O)O/N=C/c1nn(C(=O)C(C)(C)C)cc1Br	1.2	743	-0.804	-0.242	-0.458	0.981	.	.	.	.	.	.	.	i	-1.2	1183	-0.74	1462	-2.8%
